Screening results deposited in PubChem BioAssay by several laboratories.
DNA FID counter – counter-screen for HCV NS3 helicase inhibitors: DNA intercalator displacement; DNA fluorescent intercalator displacement, fluorescence; inhibition, % at 7.9 µM; 0.17% of 290,000 active; AID 1845; in the data active = inhibition above about 37%;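 also: 0% = vehicle and 100% = reference compound; higher means more ethidium bromide displaced from hairpin DNA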
MEKK2 mut-MEK5 – signal of MEK5 binding to mutant human MEKK2 PB1 domain | bead flow cytometry, Alexa488-MEK5 binding to MEKK2 mutant | 0.35% of 290,000 active | percent response, % at 10 µM | AID 1530; in the data active = percent response above about 24%, passing the limit was not always enough; also: inactives centre near 1; some results filed as inactive read as strong as hits
MEKK3 PB1 HTS – MEKK3-MEK5 PB1 interaction, increase or decrease; AID 1529; bead-based flow cytometry, Alexa488-MEK5 binding to MEKK3; actives lie on both sides; 0 = blocked by unlabeled MEK5, 100 = vehicle; Q99759; 1.4% of 290,000 active; binding response (% of control), % at 10 µM;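 active = binding response more than 3 SD above or below the average of its plate-row segment, actives on both sides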;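 also: Alexa488 bead fluorescence after subtracting the streptavidin-only scavenger bead signal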
Target sequence (Q99759 whole entry, looked up): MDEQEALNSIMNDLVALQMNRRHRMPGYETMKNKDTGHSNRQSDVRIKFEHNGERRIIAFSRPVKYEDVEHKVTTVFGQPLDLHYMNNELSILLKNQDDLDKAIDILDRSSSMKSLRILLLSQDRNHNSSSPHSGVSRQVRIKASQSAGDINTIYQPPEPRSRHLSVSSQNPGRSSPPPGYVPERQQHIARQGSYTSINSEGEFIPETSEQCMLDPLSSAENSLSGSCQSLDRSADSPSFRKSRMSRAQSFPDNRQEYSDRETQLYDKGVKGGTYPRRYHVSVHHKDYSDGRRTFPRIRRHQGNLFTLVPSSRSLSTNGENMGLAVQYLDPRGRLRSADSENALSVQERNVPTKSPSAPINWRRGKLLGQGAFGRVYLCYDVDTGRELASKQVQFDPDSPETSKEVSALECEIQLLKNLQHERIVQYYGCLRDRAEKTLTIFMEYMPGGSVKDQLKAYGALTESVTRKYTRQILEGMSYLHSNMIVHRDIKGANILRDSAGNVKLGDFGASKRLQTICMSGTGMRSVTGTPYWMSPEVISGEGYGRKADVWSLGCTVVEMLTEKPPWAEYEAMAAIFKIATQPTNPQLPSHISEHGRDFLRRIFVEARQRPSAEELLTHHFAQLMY
CRFBP-R2 block – CRF-BP/CRF-R2 complex antagonism; inhibition, % at 11.8 µM; AID 588475; 0.59% of 350,000 active; HEK293 CRF-R2/CRF-BP, CRF-induced calcium fluorescence;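 active = inhibition of the ligand-induced calcium signal above about 50% at the single tested concentration, limit read from the data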
HCV NS3 hel inh – blocks Hepatitis C virus NS3 helicase unwinding; NS3 helicase DNA unwinding, Cy5 molecular beacon fluorescence; inhibition, % at 10.9 µM; 0.56% of 290,000 active;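 active = inhibition above the mean of all tested compounds plus 3 SD, set per campaign, cut at about 35% in these data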;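 also: 0% = DMSO wells and 100% = thioflavine S control wells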
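Measured by: Cy5 fluorescence, 0 and 60 min reads / Assay system: NS3 helicase fragment of HCV / Control set: low DMSO, high thioflavine S at 110 µM / Times: 1 h reaction at 25 °C, ATP-initiated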
MEKK2 WT-MEK5 – raises or lowers MEK5 binding to wildtype human MEKK2 PB1 domain; Q9Y2U5; bead flow cytometry, Alexa488-MEK5 binding to MEKK2 WT; actives lie on both sides; binding response (% of control), % at 10 µM; 1.1% of 290,000 active; in the data active = binding response below about 67% or above about 130%
CRFBP-R2 agonist – CRF-BP/CRF-R2 complex agonism. HEK293 CRF-R2/CRF-BP, calcium dye fluorescence (FLIPR); percent of saturating CRF peptide response. 0.46% of 350,000 active. AID 588473. activation, % at 13.2 µM;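 active = activation of at least 50%, plus an integration ratio under a set limit after plate pattern correction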;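 also: plate controls were neutral control wells without compound for no effect and CRF at EC100 for full effect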
UBC9 SUMO inh – SUMOylation inhibition; P63279; HTRF SUMOylation assay, SAE1/SAE2 + UBC9, in vitro; inhibition, % at 35 µM; 0.36% of 290,000 active; AID 2006; in the data active = inhibition above about 50%, passing the limit was not always enough; also: strong numbers were not always called active
Target sequence (P63279 whole entry, looked up): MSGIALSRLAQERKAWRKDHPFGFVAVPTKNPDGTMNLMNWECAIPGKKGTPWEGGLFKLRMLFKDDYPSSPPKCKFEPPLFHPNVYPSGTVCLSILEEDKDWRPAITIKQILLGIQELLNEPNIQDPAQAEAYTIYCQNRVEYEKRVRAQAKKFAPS
GalR3 antag – blocks the human galanin receptor 3. O60755. inhibition, % at 3 µM. HEK293 GalR3-CNG cAMP membrane potential fluorescence; galR3 body fused to GalR1 C-terminus. 0.44% of 360,000 active;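 active = inhibition above the screen-wide average plus 3 SD, cut at about 13% in these data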;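 also: forskolin and galanin both at EC90 stimulate the cells; cAMP rise reported by CNG channel membrane potential dye signal; 0% = forskolin plus galanin with DMSO and 100% = forskolin alone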
Target sequence (O60755 1-299 limits assumed): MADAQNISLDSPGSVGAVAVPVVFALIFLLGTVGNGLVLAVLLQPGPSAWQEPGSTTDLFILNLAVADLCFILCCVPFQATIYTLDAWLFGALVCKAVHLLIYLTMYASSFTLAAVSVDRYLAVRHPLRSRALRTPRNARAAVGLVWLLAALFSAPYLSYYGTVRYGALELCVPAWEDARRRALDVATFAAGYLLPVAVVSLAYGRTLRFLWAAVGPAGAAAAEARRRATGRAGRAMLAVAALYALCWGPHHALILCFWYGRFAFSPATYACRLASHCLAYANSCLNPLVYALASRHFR
* hit, by the source's call; · = no result given; & = joins results of further samples; [ ] = dose if it differs, or a comment. Some of the compounds tested; count on the stated rates, not on these rows.

SMILES | DNA FID counter | MEKK2 mut-MEK5 | MEKK3 PB1 HTS | CRFBP-R2 block | HCV NS3 hel inh | MEKK2 WT-MEK5 | CRFBP-R2 agonist | UBC9 SUMO inh | GalR3 antag
Cc1cc(C(=O)N/N=C/c2ccc3c(c2)OCO3)c2ccccc2n1 | -16 | · | · | -17 | 3 | · | 2.5 | 3 | -4
CCC(C)(C)NC(=O)C(OC(=O)c1ccco1)c1ccc(OC)cc1 (stereo unspecified) | -21 | 1 | 106 | 2 | 17 | 102 | -0.1 | -7 | -7
CCOC(=O)c1cnn(-c2cc(C)cc(C)c2)c1N | -7 | 0 | 97 | -1 | -3 | 103 | -2.3 | 2 | -5
Cc1cc(C)n2nc(SC(C)C(=O)NCc3ccco3)nc2n1 (stereo unspecified) | -7 | 4 | 99 | 12 | 12 | 101 | 0.5 | 29 | -1
COc1cc(C2c3c(-c4ccccc4O)n[nH]c3C(=O)N2Cc2ccco2)cc(OC)c1OC (stereo unspecified) | -35 | -13 | 90 | -13 | -8 | 84 | -4.0 | 25 | -9
O=C1NC(=O)C(c2ccccc2)(c2ccccc2)N1 | 0&-3&-2 | -2&1&4 | 105&83&82 | -3&-10 | -3&-3&-1 | 102&97&95 | -2.2&1.3 | -5&6&3 | 2
Cc1cccc(CCNC(=O)Cc2ccc(NC3=NC4CS(=O)(=O)CC4S3)cc2)c1 (stereo unspecified) | -13 | 2 | 98 | 16 | 1 | 98 | -4.2 | 4 | ·
COC(=O)c1ccccc1NC(=O)C1CC(=O)N(c2ccccc2)C1 (stereo unspecified) | -14 | -10 | 61 | 9 | 5 | 72 | 1.6 | 1 | -4
CC(c1ccco1)N(C(=O)Nc1ccccc1)C1CCCCC1 (stereo unspecified) | -3 | 7 | 98 | 23 | -3 | 100 | 1.1 | 0 | -4
COc1cc(C(=O)N/C(=C\c2cn(C)c3ccccc23)C(=O)N2CCN(C)CC2)cc(OC)c1OC | 4 | 4 | 100 | 5 | -12 | 103 | 1.4 | 8 | -8
Cc1ccc(NC(=O)C(=O)NCCc2c[nH]c3ccccc23)cc1C | 0 | -4 | 94 | -10 | -4 | 95 | -0.2 | 18 | -7
O=C(c1cccs1)N(Cc1cc2ccccc2[nH]c1=O)c1ccccc1 | -14 | -3 | 100 | 13 | -8 | 99 | -0.1 | -2 | -10
O=C(N/N=C/c1ccc2c(c1)OCO2)C(=O)N1CCCC1 | -2 | -7 | 100 | 1 | -3 | 95 | -6.5 | 11 | -1
CCOc1cc(C(=O)NC(=S)Nn2cnnc2)cc(OCC)c1OCC | -14 | -13 | 98 | 0 | 9 | 91 | -0.1 | 13 | -6
CCOC(=O)Cn1cnc2c(nnn2Cc2ccc(Cl)cc2)c1=O | -8 | 3 | 104 | 8 | 1 | 98 | -1.4 | 30 | -6
COCCN(C(=S)Nc1c(C)cc(C)cc1C)C(C)c1cccs1 (stereo unspecified) | -14 | -12 | 94 | 12 | -14 | 89 | 0.8 | -24 | -3
COc1ccc(C(=O)Nc2ccc(NC(=O)Cc3ccccc3)cn2)cc1 | -15 | 3 | 101 | 11 | -1 | 99 | -1.5 | 19 | -8
C=CCOC(=O)C1=C[C@@H](c2coc3ccccc3c2=O)C[C@@H](OCc2ccc(CO)cc2)O1 | -37 | 0 | 97 | 0 | -1 | 99 | 0.3 | 0 | -7
Cc1ccc(N(CC(=O)NCCSCc2ccco2)S(=O)(=O)c2ccc(C)cc2)cc1 | -29 | 1 | 110 | -27 | -1 | 105 | 1.1 | -4 | 1
CCOc1cc(CNCc2ccc3c(c2)OCO3)ccc1OC | 3 | 7 | 104 | 8 | 2 | 109 | -0.5 | 3 | -11
CCOc1ccc(CCNC(=O)COC(=O)c2cccc(OC)c2O)cc1OCC | -10 | 0 | 103 | -5 | 12 | 104 | 0.2 | 7 | -6
Cc1ccc2c(CN3CCN(S(=O)(=O)/C=C/c4ccccc4)CC3)cc(=O)oc2c1 | -19 | -2 | 100 | -12 | -17 | 100 | 3.0 | 10 | 0
COc1ccc(CN2CCOCC2)cc1 | -4 | 11 | 107 | -1 | 4 | 100 | 2.9 | 30 | 1
COc1ccc(C(=O)NCC(=O)n2nc(C)cc2C)cc1OC | -1 | -3 | 99 | 5 | -7 | 96 | -1.9 | 16 | -3
Cc1ccc(-c2c[n+](Cc3cccc(Cl)c3)c3n2CCC3)cc1 | 9 | 11 | 107 | -6 | -18 | 110 | 0.5 | 23 | -3

Later entries
SMILES | DNA FID counter | MEKK2 mut-MEK5 | MEKK3 PB1 HTS | CRFBP-R2 block | HCV NS3 hel inh | MEKK2 WT-MEK5 | CRFBP-R2 agonist | UBC9 SUMO inh | GalR3 antag
O=C(CC(=O)Nc1cccnc1)Nc1cccnc1 | -7 | 2 | 101 | -9 | 4 | 94 | 2.5 | 13 | -3
CCCNc1c(NC(=O)c2cccs2)c(=O)oc2ccccc12 | 1 | -4 | 103 | -8 | 6 | 101 | 2.9 | -2 | -7
O=C(CSc1nnc2scc(-c3ccccc3)n12)Nc1nsc(-c2ccccc2)n1 | -4 | 4 | 101 | 31 | 7 | 104 | -1.6 | 20 | ·
C/C(=N\Nc1ccc2nncn2n1)c1cccs1 | -5 | -1 | 101 | -2 | -8 | 101 | -1.3 | 28 | -3
Cc1ccc(CNC(=O)CC(C)S(=O)(=O)c2ccc3c(c2)NC(=O)CS3)o1 (stereo unspecified) | -20 | -2 | 101 | -10 | -3 | 101 | 6.6 | 9 | 0
COc1ccc(OCC(=O)NC2CCCc3ccccc32)cc1 (stereo unspecified) | -30 | -6 | 99 | -3 | -3 | 92 | -0.2 | -17 | -7
O=C(Nc1cccc(NC(=O)c2ncn[nH]2)c1)c1cccc(Cl)c1 | -3 | -6 | 105 | -13 | -2 | 95 | 0.0 | 19 | -8
CC(C)c1ccc(S(=O)(=O)/N=C2/C=C(Sc3ncn[nH]3)C(=O)c3ccccc32)cc1 | 2 | 0 | 95 | -15 | 20 | 94 | -0.8 | 90* | ·
Cc1ccc(-n2nc3c(c2NC(=O)/C=C\c2ccc4c(c2)OCO4)CSC3)c(C)c1 | -21 | -7 | 72*[inhibitor] | 14 | -6 | 83 | -1.4 | 6 | 2
Cc1ccc(S(=O)(=O)Nc2c(O)c3ccccc3oc2=O)cc1C | -4 | -5 | 101 | 2 | -1 | 95 | -0.8 | 11 | -9
N#CCCN1CCN(S(=O)(=O)c2ccc(S(=O)(=O)NC3CCCC3)cc2)CC1 | -5 | 6 | 102 | 11 | -1 | 106 | -1.8 | 4 | 2
C=CCOc1ccc(C2C(C(=O)c3ccco3)=C(O)C(=O)N2CCCN(CC)CC)cc1 (stereo unspecified) | -2 | 5 | 108 | -6 | -7 | 109 | 2.6 | 14 | -4
Cc1ccccc1Cn1c(-c2ccc(=O)[nH]c2)nc2ccccc21 | -29 | 0 | 93 | -13 | 11 | 94 | 1.7 | 8 | -11
ClC1(Cl)CC1Cn1cnc2ccccc21 (stereo unspecified) | -1 | -10 | 81 | 13 | -1 | 81 | -0.3 | 12 | -4
CC(C)CCn1c(CN2CCOCC2)nc2c1c(=O)n(C)c(=O)n2C | -18 | 4 | 99 | 12 | -2 | 102 | -0.9 | -17 | ·
Cc1ccc(/C=c2/sc3n(c2=O)CCCN=3)o1 | -3 | 1 | 89 | 21 | 7 | 98 | 0.6 | 18 | -4
CC1=C(C(=O)Nc2ccccc2)C(c2ccccn2)n2ncnc2N1 (stereo unspecified) | 1 | · | · | -13 | 8 | · | -2.1 | 8 | 0
Cc1ccc(-n2c(C)cc(C(=O)COC(=O)C3=NNC(=O)CC3)c2C)cc1 | -19 | -4 | 98 | 5 | 1 | 99 | -1.5 | -2 | -5
Cc1cnn(-c2cc(N/N=C/c3cccc(F)c3)ncn2)c1 | -4 | -2 | 98 | -26 | 5 | 90 | -3.3 | -12 | -8
N=c1sc2ccccc2n1-c1ccccc1 | 1 | 7 | 103 | 4 | 7 | 102 | -0.1 | -12 | ·
CCOc1ccc(N(CC(=O)NCC2CCCO2)S(=O)(=O)c2ccc(C)cc2)cc1 (stereo unspecified) | -34 | -3 | 102 | -13 | 12 | 100 | -1.6 | -23 | -6
CCn1ccnc1CN(C)Cc1nc(-c2cccc(Cl)c2)no1 | 5 | 3 | 104 | -4 | 4 | 108 | -4.1 | 12 | -1
CN(C(=O)c1ccc(Cl)cc1)C1=CCCCC1CCC#N (stereo unspecified) | -11 | 17 | 100 | -12 | 5 | 102 | 2.0 | 21 | 0
CCN(CC)C(=O)CNC(=O)c1nn(-c2ccc(OC)c(Cl)c2)c(=O)c2ccccc12 | -26 | 5 | 102 | 3 | 26 | 103 | -1.6 | 8 | -9
CCCCSc1nc2sc3c(c2c(=O)n1-c1ccc(C)cc1)CCN(C)C3 | -8 | 16 | 108 | -10 | -70 | 124 | 1.2 | -6 | -7

New compounds follow:
SMILES | DNA FID counter | MEKK2 mut-MEK5 | MEKK3 PB1 HTS | CRFBP-R2 block | HCV NS3 hel inh | MEKK2 WT-MEK5 | CRFBP-R2 agonist | UBC9 SUMO inh | GalR3 antag
O=C(CNC(=O)c1ccccc1)OCC(=O)c1ccccc1Cl | -14 | 2 | 98 | 6 | 4 | 100 | 0.9 | 1 | -2
CS(=O)(=O)N1CCCC(C(=O)NCc2ccccn2)C1 (stereo unspecified) | 0 | -10 | 86 | -3 | 7 | 90 | 0.1 | 5 | -3
CCSc1nc(-c2ccc(OC)cc2)cc(-c2ccc(OC)cc2)c1C#N | 1 | 1 | 105 | 19 | 1 | 99 | 7.0 | -5 | -1
COc1ccc(C2NC(=O)NC(O)(C(F)(F)F)C2C(=O)c2ccc(C)cc2)cc1 (stereo unspecified) | -18 | -4 | 98 | -28 | 4 | 97 | 0.1 | 14 | -2
COc1ccc(NC(=S)N/N=C/c2cccn2Cc2ccc(F)cc2)cc1 | -4 | 2 | 115 | -9 | -13 | 103 | 1.4 | -26 | -4
O=C1c2ccc(-c3nc4ccccc4o3)cc2C(=O)N1Cc1ccccc1 | 3 | · | · | -18 | -5 | · | 1.4 | · | -5
CC1=C(C(=O)O)N2C(=O)C(NC(=O)c3nn(C)c(C)c3Cl)C2SC1 (stereo unspecified) | -2 | -7 | 99 | 5 | 7 | 97 | -0.4 | 15 | -4
CCOc1ccc(NC(=O)CSc2nnc(Cn3cnc([N+](=O)[O-])n3)n2CC)cc1 | -9 | -4 | 112 | -5 | -12 | 103 | -0.8 | -20 | 3
Nc1cccc(C(=O)OCC(=O)c2ccccc2)c1 | -2 | -4 | 96 | -3 | -2 | 95 | 0.8 | 8 | -3
Cc1cc(O)c(C(C)C)cc1NC(=O)Nc1cccc2ccccc12 | -2 | -2 | 102 | 40 | -2 | 104 | -0.2 | 35 | -3
CC(C)(NC(=O)N1CCOCC1)c1cccc(C(C)(C)NC(=O)N2CCOCC2)c1 | -1 | 5 | 101 | 4 | -5 | 103 | 0.3 | · | 3

One compound at a time (already shown). Screens in order: DNA FID counter | MEKK2 mut-MEK5 | MEKK3 PB1 HTS | CRFBP-R2 block | HCV NS3 hel inh | MEKK2 WT-MEK5 | CRFBP-R2 agonist | UBC9 SUMO inh | GalR3 antag
CCSc1nc(-c2ccc(OC)cc2)cc(-c2ccc(OC)cc2)c1C#N is listed with 1 | 1 | 105 | 19 | 1 | 99 | 7.0 | -5 | -1
CC(C)(NC(=O)N1CCOCC1)c1cccc(C(C)(C)NC(=O)N2CCOCC2)c1 is listed with -1 | 5 | 101 | 4 | -5 | 103 | 0.3 | · | 3
COc1ccc(C2NC(=O)NC(O)(C(F)(F)F)C2C(=O)c2ccc(C)cc2)cc1 (stereo unspecified) is listed with -18 | -4 | 98 | -28 | 4 | 97 | 0.1 | 14 | -2
CS(=O)(=O)N1CCCC(C(=O)NCc2ccccn2)C1 (stereo unspecified) is listed with 0 | -10 | 86 | -3 | 7 | 90 | 0.1 | 5 | -3
